Source: PubChem BioAssay
CXXC DNA block – inhibitors of human MLL CXXC domain-DNA interaction. Q03164. MLL-CXXC / FITC-HOXA9 DNA fluorescence polarization. Potency, µM (series often up to 115 µM), without a hit: at the top dose activity change, negative = inhibition, hits mostly inhibitors. hit rate 0.037% among 290,000; active means well fitted inhibition curve with a large enough effect in the polarisation, with a control signal flat, not every such curve was filed as active; inconclusive means small, poorly fitted or top-dose-only effect, or effect the other way, or a change in a side signal; inactive means no such curve, though single readings can be large or run the other way; the % refers to the polarisation; further: potency means the concentration at half of the fitted maximal effect
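Fluorescence polarization: 7 uM MLL-CXXC (stock) preincubated 5 min with compounds, then 50 nM fluorescein-HOX-A9 DNA (stock) added; 30 min ambient. Buffer 50 mM Tris-HCl pH 7.5, 50 mM NaCl, 1 mM DTT, 0.05% BSA.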
A-T KAP1 phos – potential ataxia-telangiectasia treatments restoring KAP-1 phosphorylation. […] A-T fibroblasts, KAP-1 phosphorylation AlphaLISA; neocarzinostatin DNA damage 30 min before lysis. Potency, µM (series often up to 57.5 µM), inactives show top-dose activation, actives largely listed as activators. hit rate 0.19% among 320,000. AID 485349; further: potency means the concentration at half of the fitted maximal effect; % of control where 0% means no effect; nearly all actives have a fitted effect of over 45% in size
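ATM-like activity read as KAP-1 phosphorylation via AlphaLISA donor/acceptor antibody pairs after lysis and 6 hr at 25C. Cells were ATM-null patient fibroblasts ([…], hTERT), dosed 60 min, then exposed to the DSB inducer NCS for 30 min.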
MBNL1-CUG inh – inhibitors of human MBNL1 binding to CUG repeat RNA | Q9NR56 | TR-FRET MBNL1-His/biotin-(CUG)12 binding, 665/545 ratio | Potency, µM (series often up to 57.5 µM), without a hit: at the highest dose activity change, negative = inhibition, actives largely listed as inhibitors | hit rate 0.036% among 280,000; active means well fitted inhibition curve with a large enough effect in the signal ratio, with a control signal flat, not every such curve was filed as active; inconclusive means small, poorly fitted or top-dose-only effect, or effect the other way, or a change in a side signal; inactive means no such curve, though single readings can be large or run the other way; the % refers to the signal ratio; further: potency means the concentration at half of the fitted maximal effect; on the % scale 0 is the no-effect control and ±100 the full control effect
Target sequence (Q9NR56 whole entry, looked up): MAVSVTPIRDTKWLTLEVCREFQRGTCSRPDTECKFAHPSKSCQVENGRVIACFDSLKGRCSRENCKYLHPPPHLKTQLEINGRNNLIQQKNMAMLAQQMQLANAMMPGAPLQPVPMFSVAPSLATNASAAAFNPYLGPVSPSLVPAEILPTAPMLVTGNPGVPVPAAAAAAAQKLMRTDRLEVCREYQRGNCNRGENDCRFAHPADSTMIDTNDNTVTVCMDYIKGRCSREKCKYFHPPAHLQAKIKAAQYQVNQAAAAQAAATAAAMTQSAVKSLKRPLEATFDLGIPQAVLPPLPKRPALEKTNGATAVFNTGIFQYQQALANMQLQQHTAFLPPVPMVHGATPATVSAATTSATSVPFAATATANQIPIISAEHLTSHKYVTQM
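TR-FRET between His-tagged MBNL1 and biotin-(CUG)12 RNA, detected with Tb anti-His antibody (0.055 ng/ul) and streptavidin-XL665 (5 nM), 60 min at room temperature. Compounds titrated 92 nM to 58 uM; 665/545 nm ratio normalized to buffer and complex controls.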
TCR activator – activators of T cell receptors; AID 504894; 330,000 tested, under 10 active; Potency, µM (doses to about 9.22 µM), for inactives: top-dose activation of IL-2 secretion, hits mostly activators; primary human leukocytes, anti-CD3, IL-2 HTRF, 48 h; further: % of control where 0% means no effect
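Activity was scored as IL-2 release from primary human leukocytes given only a TCR signal (a-CD3 beads) plus compound for 48 hr. Detection used a two-antibody HTRF format read at 665nm.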
Menin-MLL TR inh – displaces Texas Red mutant MLL peptide from human menin; O00255; Potency, µM (highest dose often 61.6 µM), inactives show at the top dose FP activity change, negative = inhibition, most hits filed as inhibitors; Menin + Texas Red MLL mutant peptide, fluorescence polarization; hit rate 0.23% among 270,000; active means well fitted inhibition curve with a large enough effect in the polarisation, with a control signal flat, not every such curve was filed as active; inconclusive means small, poorly fitted or top-dose-only effect, or effect the other way, or a change in a side signal; inactive means no such curve, though single readings can be large or run the other way; the % refers to the polarisation; further: potency means the concentration at half of the fitted maximal effect; % of control where 0% means no effect; many of its hits are not listed in these tables
Target sequence (O00255 whole entry, looked up): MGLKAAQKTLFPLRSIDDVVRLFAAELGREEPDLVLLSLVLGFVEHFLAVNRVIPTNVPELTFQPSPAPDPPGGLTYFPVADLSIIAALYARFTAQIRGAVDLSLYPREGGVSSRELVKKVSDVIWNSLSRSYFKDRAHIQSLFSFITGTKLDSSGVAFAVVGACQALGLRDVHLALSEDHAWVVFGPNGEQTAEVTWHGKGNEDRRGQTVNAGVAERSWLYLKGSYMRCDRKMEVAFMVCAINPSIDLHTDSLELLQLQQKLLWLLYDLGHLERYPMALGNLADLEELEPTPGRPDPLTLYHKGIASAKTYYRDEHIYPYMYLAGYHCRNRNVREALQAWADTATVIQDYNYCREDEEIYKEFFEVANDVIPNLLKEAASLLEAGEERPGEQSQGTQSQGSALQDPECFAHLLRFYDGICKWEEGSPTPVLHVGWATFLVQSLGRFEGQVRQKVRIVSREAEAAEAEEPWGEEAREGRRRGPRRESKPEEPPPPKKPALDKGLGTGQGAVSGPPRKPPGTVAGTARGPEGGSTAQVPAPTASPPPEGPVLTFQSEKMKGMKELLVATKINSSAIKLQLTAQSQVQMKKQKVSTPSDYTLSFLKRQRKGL
Mito fusion yeast – inhibitors of mitochondrial division or activators of mitochondrial fusion. S. cerevisiae fusion-defective mutant growth rescue, CellTiterGlo 48 h. Potency, µM (doses to about 46.1 µM), for inactives: at the highest dose growth rescue (activation), most hits filed as activators. hit rate 0.23% among 320,000. AID 485298;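 further: potency means the concentration at half of the fitted maximal effect; % of control where 0% means no effect; nearly all actives have a fitted effect of over 45% in size; temperature-sensitive fusion mutants such as fzo1-1 at 37 °C on non-fermentable ethanol glycerol medium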
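S. cerevisiae fusion-defective temperature-sensitive mutants (e.g. fzo1-1, mgm1-5) grown 48 h at 37C in YPEG (ethanol/glycerol non-fermentable) medium with 23 nl compound per well; growth rescue read as CellTiterGlo luminescence.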
S-ASM inh – human S-ASM enzyme inhibition. placental ASM, HMU-PC fluorogenic substrate, 60 min. Potency, µM (highest dose often 57.5 µM), inactives show top-dose activity change, negative = inhibition, actives largely listed as inhibitors. hit rate 0.006% among 340,000. AID 504937; further: potency means the concentration at half of the fitted maximal effect
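Fluorogenic HMU-PC substrate (9 uM final) is turned over by placental ASM in 60 min at 37 C after a 10 min compound preincubation. Reaction ended by alkaline stop (pH 10), with fluorescence read at 386/447 nm.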
TSG101-PTAP inh – blocks PTAP/TSG101 interaction to inhibit HIV-1 budding. Q99816. Fluorescence polarization, FITC-PTAP peptide / Tsg101 binding. 340,000 tested, under 10 active. Potency, µM (titrated, usually from 115 µM), for the others: top-dose activity change, negative = inhibition, usual class: inhibitors. AID 493005; active means well fitted inhibition curve with a large enough effect in the main read-out, with a control signal flat, not every such curve was filed as active; inconclusive means small, poorly fitted or top-dose-only effect, or effect the other way, or a change in a side signal; inactive means no such curve, though single readings can be large or run the other way; further: potency means the concentration at half of the fitted maximal effect; % of control where 0% means no effect
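FP read-out: FITC-PTAP peptide, 50 nM final, binding Tsg101 binding domain, 10 uM final; 20 min, r.t.; 10 mM HEPES pH 7.5, 0.15 M NaCl, 0.01% Tween 20, 3 mM EDTA, 0.1 mM TCEP.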
a7 integrin act – activates integrin-mediated alleviation for muscular dystrophy; Potency, µM (series often up to 38.3 µM), for inactives: at the top dose activation, most hits filed as activators; alpha7betagal myoblasts, beta-gal FDG fluorescence, 48 h; hit rate 0.064% among 350,000; AID 624291;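 further: potency means the concentration at half of the fitted maximal effect; 100% = response of the positive control SU9516; nearly all actives have a fitted effect of over 60% in size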
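alpha7betagal+/- myoblasts (passage 13, 250/well) treated 48 h at 37C with compounds at 1:260 dilution of DMSO stock. Lysed, then beta-galactosidase activity read as FDG fluorescence (ex 480/em 540) after 30 min, with pre-read for autofluorescence.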
TSHR antag – human thyrotropin receptor antagonism; P16473; TSHR-expressing cells, TSH-stimulated cAMP HTRF, 2 h; stronger effect = lower value; activity change, negative = inhibition, % at 11.5 µM; hit rate 0.2% among 330,000; AID 504810;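 active means activity change below a set negative limit, meaning inhibition stronger than a set level, cut at about -70% in these data; inconclusive means activity change between two set negative limits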; further: on the % scale 0 is the no-effect control and ±100 the full control effect
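Inhibition of cAMP made by TSHR-expressing cells under TSH stimulation (4nM final, EC80; 2 h, 37 deg C) is quantified with a one-step lysis HTRF kit, anti-cAMP cryptate versus cAMP-d2.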
Starred values were filed as active, the others as inactive; ? = inconclusive; nt = not tested or not shown; & = joins results of further samples; [ ] = dose if it differs, or a comment. Unless noted, the call rests on the fitted dose curve; in most records, active means well fitted curve in the direction sought with a large enough effect; inconclusive means small, poorly fitted or top-dose-only effect, or another doubt; inactive means no such curve, though single readings can be large; an effect the other way counts as inactive or inconclusive.

SMILES	CXXC DNA block	A-T KAP1 phos	MBNL1-CUG inh	TCR activator	Menin-MLL TR inh	Mito fusion yeast	S-ASM inh	TSG101-PTAP inh	a7 integrin act	TSHR antag
Cc1cccn2c(=O)nc(SCC(=O)N3CCC(C)CC3)nc12	nt	8%	nt	0%	nt	-1%	2%	-1%	-17%	-11
COC(=O)c1ccccc1NC(=O)c1onc(C)c1Cl	0%	4%	19%	-1%	-27%	0%	1%	4%	34%	-5
Cc1ccc2c(C)c(C(=O)Nc3cccnc3)oc2c1	23%	8%	-4%	3%	-10%	-3%	-1%	-8%	12%	-7
NC(=O)C1(N2CCCCC2)CCN(C(=S)Nc2ccc(S(N)(=O)=O)cc2)CC1	-5%	-7%	-8%	0%	13%	-6%	-1%	-3%	-1%	-2
O=C(CSc1nnc(Nc2ccccc2)s1)NCc1ccco1	2%	11%	-7%	2%	6%	0%	-2%	-5%	-2%	0
CCOC(=O)Cn1c(C)c(Br)c(COC)c(C#N)c1=O	-15%	3%	-3%	-1%	nt	1%	0%	1%	14%	0
CC(Sc1nc2ccccc2s1)C(=O)N(C)Cc1ccccc1 (centres undefined)	5%	4%	1%	-2%	-2%	18%	-4%	-1%	4%	-6
COc1cc(OC)cc(-c2ncc3ccccn23)c1	-6%	0%	?	1%[46.1 µM]	-10%	-4%	18%	-3%	-26%	-7
O=C(CSc1nnc2c(n1)[nH]c1ccccc12)Nc1ccc(N2CCOCC2)cc1	-7%	4%	?	9%	nt	-4%	-3%	-4%	-15%	18
CCOc1ccc(NS(=O)(=O)c2ccc3[nH]c(=O)[nH]c3c2)cc1	0%	8%	3%	1%	-4%	0%	-2%	-5%	-33%	17
C[n+]1cc(-c2ccccc2)n2c1CCCCC2	-3%	-1%	4%	5%	-9%	-1%	-1%	-6%	-15%	-25
CC(CN1c2ccccc2Sc2ccccc21)N(C)C (centres undefined)	33%&-18%[activator]	-11%	14%	-1%	1%&-7%&8%&0%	-80%&-5%[inhibitor]	-6%	2%	nt	-21&-4
COc1ccc(C(=O)/C=C2\NCCc3cc(OC)c(OC)cc32)cc1OC	?	9%	?	-8%	?	8%	13%	0%	11%	2
CN1C(=O)CSc2ccc(NC(=O)N3CCN(c4ccccc4)CC3)cc21	9%	1%	4%	4%	-17%	3%	-3%	-1%	12%	-8
Cc1ccc(N(C)S(=O)(=O)c2cccc(C(=O)N(C)Cc3cnn(-c4ccccc4)c3)c2)cc1	nt	1%	nt	-3%	nt	27%	-10%	8%	-23%	-37
Cc1cc(C(=O)NC2=NCCS2)c2ccccc2n1	10%	-12%	-3%	6%	12%	6%	-2%	-4%	-13%	-4
CCCN(CC(=O)Nc1ccccc1OC)C(=O)c1ccc(COc2ccccc2)o1	nt	1%	nt	-2%	nt	-1%	2%	-1%	6%	-7
O=C(N/C(=C/c1ccccc1F)C(=O)N1CCCCC1)c1ccccc1	-3%	1%	-2%	-1%	-21%	-4%	0%	-1%	2%	-7
COc1ccc(C2c3[nH]c4ccccc4c3C[C@H]3C(=O)N(CC(C)C)CC(=O)N23)c(OC)c1 (some centres undefined)	0%	-3%	-4%	-11%	16%	-43%[inhibitor]	-3%	-2%	0%	-2
O=c1c2ccccc2nc(/C=C/c2cccnc2)n1CCc1ccccc1	-2%	11%	14%	10%	nt	24%	-1%	-1%	0%	0
Cc1cccc(OCC(=O)OCC(=O)N(CC(C)C)c2c(N)n(Cc3ccccc3)c(=O)[nH]c2=O)c1C	nt	2%	nt	6%	nt	-11%	-2%	0%	21%	-4
O=C(CN1CCOCC1)N1CCOCC1	nt	nt	nt	5%	nt	nt	6%	-10%	0%	nt
COc1ccc(CN(C(=O)c2ccco2)C2CC(C)N(C)CC2C)cc1 (centres undefined)	2%	4%	-9%	12%	-5%	-1%	0%	-8%	-10%	0
Cc1cccc(NC(=S)Nc2ccccn2)c1	-1%	17%	-1%	-4%	nt	2%	2%	-6%	2%	-5
Cc1ccc(-n2c(=O)c3c(n4cnnc24)-c2ccccc2CC32CCCCC2)cc1	11%	-2%	nt	0%[46.1 µM]	-6%	8%	-5%	-3%	3%	6
CCOC(=O)C1(Cc2cccc(Cl)c2)CCCN(C(=O)c2ccnn2C)C1 (centres undefined)	-1%	2%	-6%	9%	nt	4%	5%	-1%	2%	-14
O=C(CSC1=NCCS1)Nc1ccc2ccccc2c1	1%	3%	4%	-1%	?	-2%	7%	0%	-7%	0
CCOC(=O)c1cc2ccc(OC)cc2oc1=O	6%	-3%	?	6%	7%	3%	nt	-1%	11%	-7
COc1ccc(S(=O)(=O)N(C)CC(=O)NCc2ccccn2)cc1	-3%	-3%	-3%	9%	8%	-3%	9%	-1%	20%	6
CC(=O)Nc1nn(C)c2nc3cc(C)ccc3cc12	3%	3%	?	8%	-9%	2%	151%[activator]	-3%	12%	-18
O=C(CSc1nnc(CNC(=O)c2ccccc2F)o1)Nc1cccc(C(F)(F)F)c1	5%	8%	-2%	0%	nt	-1%	1%	-3%	-7%	23
COc1ccc(NC(=O)c2cccc(S(=O)(=O)N3CCCC3)c2)cc1OC	nt	2%	nt	-1%	nt	-5%	5%	-2%	17%	-11
NS(=O)(=O)c1ccc(CCNCc2cccnc2)cc1	1%	8%	-4%	nt	-12%	1%	3%	-2%	-24%	-5
COc1ccccc1OCC(=O)Nc1cc(S(=O)(=O)N2CCCCC2)ccc1N1CCCCC1	4%	-1%	-4%	5%[46.1 µM]	-5%	2%	-2%	5%	-51%[inhibitor]	1
COc1ccc(C(=O)C2CCN(CC(=O)Nc3ccc(C)cc3)CC2)cc1	8%	7%	-23%	-18%	-28%	0%	1%	-9%	3%	-22
CC(=O)N1c2ccc(S(=O)(=O)N3CCC(C(=O)N4CCN(c5ccccc5)CC4)CC3)cc2CC1C (centres undefined)	-7%	8%	-2%	0%	nt	3%	1%	-4%	1%	-5
Cc1cc([N+](=O)[O-])nn1CC(=O)Nc1sc2c(c1C(N)=O)CCCC2	-2%	10%	12%	-7%	1%	-3%	-1%	-2%	17%	2
Cc1ccc2c(c1)COc1c3ccc(C(=O)NC(C)C)cc3nn1-2	-6%	-26%	?	11%	nt	27%	11%	4%	39%	-2
O=C(N/N=C/C=C\c1ccccc1[N+](=O)[O-])c1cccnc1	-20%	0%	?	8%	nt	-4%	9%	-1%	-6%	3
COC(=O)c1cnn2c(C(F)(F)F)cc(-c3ccc(F)cc3)nc12	-3%	9%	14%	-3%	-28%	-3%	49%[activator]	-6%	12%	-37
COc1ccc(/C=C/C(=O)Nc2cccc(F)c2)cc1S(=O)(=O)N1CCOCC1	-14%	-2%	17%	-5%	19%	-4%	?	-6%	-12%	-15
O=C(NC1CCCCC1)C1CCN(S(=O)(=O)N2CCCCCC2)CC1	-7%	4%	-7%	-5%	0%	-3%	2%	-3%	10%[7.66 µM]	39
COC(=O)C1=C(N)Oc2cc(C)n(Cc3cccnc3)c(=O)c2C1c1ccc(OC)c(OC)c1 (centres undefined)	-1%	-1%	-4%	0%	17%	1%	2%	1%	1%	2
Cc1ccc(S(=O)(=O)/N=C(\N)Nc2nc(C)c3cc(C)c(C)cc3n2)cc1	45%[activator]	-5%	2%	nt	-2%	6%	-1%	-3%	1%[7.66 µM]	-2
CCCCn1nc(CC(=O)O)c2ccccc2c1=O	7%	3%	-8%	nt	13%	-1%	3%	0%	19%[7.66 µM]	-6
Cc1ccc(NC(=O)NC2CCCCC2)cc1S(=O)(=O)N1CCOCC1	-4%	5%	-4%	3%	9%	-3%	-1%	-1%	-1%	-1
CCOc1ccccc1N(CC(=O)NCCc1ccccc1)C(=O)CCC(=O)Nc1ccccn1	21%	2%	-3%	-1%	3%	-4%	-1%	-4%	3%	-2
Cc1ccc(NC(=O)c2ccc(CNS(=O)(=O)c3cccc(C(F)(F)F)c3)cc2)cc1	23%	4%	2%	-55%	-8%	-6%	4%	-1%	-15%	-7
CCOC(=O)NC1(Nc2ccc(C)cc2)Oc2ccccc2O1	4%	9%	-24%	3%[46.1 µM]	3%	0%	4%	-2%	-33%	17
Cc1ccc2c(C)c(C(=O)N3CCN(C4CCS(=O)(=O)C4)CC3)oc2c1C (centres undefined)	-1%	-2%	-1%	0%	nt	3%	2%	0%	-7%	16
CS(=O)(=O)N1CCc2cc(S(=O)(=O)N3CCN(Cc4ccc5c(c4)OCO5)CC3)ccc21	4%	5%	-6%	-2%	4%	-3%	-4%	0%	13%	-14

These rows are one share of the data; rates above refer to the full screens.
